MEX-5 binding = C. elegans MEX-5 TCR-2 RNA binding activity; Q9XUB2; MEX-5/FITC-TCR2 RNA binding, fluorescence polarization; hits give low values; activity score (negative = inhibition of binding), % at 10 µM; 300,000 tested, 0.38% active; AID 1832;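 active = inhibition past about -25% in most replicates, and total fluorescence under double the plate's negative control median, limit read from the data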;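 note: 0% = DMSO and -100% = 5 µM competing unlabeled TCR2 RNA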
pPAFAH FP inh = pPAFAH (human) enzyme inhibition; recombinant pPAFAH, FP-rhodamine probe fluorescence polarization; AID 463082; inhibition, % at 3.39 µM; Q13093; 330,000 tested, 1.5% active;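 active = inhibition above the mean inhibition across the screen plus 3 SD, cut at about 25% in these data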;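 note: inhibitors block binding of the rhodamine activity-based probe so polarization drops; 0% = enzyme with DMSO and 100% = wells lacking pPAFAH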
Target sequence (Q13093 whole entry, looked up): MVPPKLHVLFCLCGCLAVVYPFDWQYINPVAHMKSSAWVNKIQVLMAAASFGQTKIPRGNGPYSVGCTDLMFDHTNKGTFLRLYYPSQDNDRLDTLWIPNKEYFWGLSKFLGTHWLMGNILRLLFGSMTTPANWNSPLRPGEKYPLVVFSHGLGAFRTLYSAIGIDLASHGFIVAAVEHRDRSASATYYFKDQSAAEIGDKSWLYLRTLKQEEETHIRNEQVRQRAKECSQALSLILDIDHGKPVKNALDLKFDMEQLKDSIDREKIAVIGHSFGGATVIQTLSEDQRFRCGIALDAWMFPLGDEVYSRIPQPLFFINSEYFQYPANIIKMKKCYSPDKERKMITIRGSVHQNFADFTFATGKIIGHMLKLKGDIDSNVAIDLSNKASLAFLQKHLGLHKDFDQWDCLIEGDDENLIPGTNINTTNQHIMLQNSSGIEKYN
Fam108B counter = Fam108B inhibition, counter-screen for RBBP9 inhibitors | 300,000 tested, 0.33% active | inhibition, % at 9.51 µM | recombinant Fam108B, FP-Rh probe fluorescence polarization;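 active = inhibition above the screen mean inhibition plus 3 SD, computed separately per campaign, cut at about 18% in these data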;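 note: inhibitors lower polarization as less probe binds the enzyme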
PAFAH1B2 FP inh = blocks human PAF acetylhydrolase 1b catalytic subunit 2 | 340,000 tested, 1.2% active | P68402 | recombinant PAFAH1B2, FP-rhodamine activity probe, fluorescence polarization | inhibition, % at 3.39 µM;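 active = inhibition above the mean of all tested compounds plus 3 SD, cut at about 24% in these data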;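 note: 0% = enzyme with DMSO and 100% = wells lacking PAFAH1B2; many of its hits are not listed in these tables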
GLD-1 TGE inh = GLD-1-TGE RNA interaction inhibition (C. elegans); Q17339; purified GLD-1 + fluorescein TGE RNA, fluorescence polarization; inhibition, % at 5.96 µM; 320,000 tested, 0.44% active; AID 2280;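 active = percent inhibition above a per-plate cutoff, the plate mean of test compounds plus 3 SD, cut at about 30% in these data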;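 note: 0% = DMSO wells with GLD-1 and probe and 100% = wells lacking GLD-1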
MCL1-BIM inh = MCL1-BIM-BH3 interaction inhibition (human). Q07820. GST-MCL1 / FITC-Bim-BH3 fluorescence polarization. inhibition, % at 10.9 µM. 320,000 tested, 0.68% active. AID 2057;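 active = inhibition above the mean inhibition of all tested compounds plus 3 SD, set per campaign, cut at about 40% in these data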;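 note: 0% = DMSO wells and 100% = unlabeled Bim-BH3 peptide control; higher means more loss of mP so more displacement of Bim peptide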
Target sequence (Q07820 whole entry, looked up): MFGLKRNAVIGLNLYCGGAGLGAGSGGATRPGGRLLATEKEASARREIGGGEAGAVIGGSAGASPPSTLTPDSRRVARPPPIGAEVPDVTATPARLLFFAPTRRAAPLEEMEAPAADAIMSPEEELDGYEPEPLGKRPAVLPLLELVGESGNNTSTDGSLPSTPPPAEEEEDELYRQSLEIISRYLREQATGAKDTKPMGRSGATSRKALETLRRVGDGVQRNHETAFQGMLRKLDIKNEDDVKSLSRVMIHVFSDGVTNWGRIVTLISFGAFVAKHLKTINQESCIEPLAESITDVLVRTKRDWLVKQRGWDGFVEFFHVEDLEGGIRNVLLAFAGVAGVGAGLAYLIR
PME-1 primary = blocks human protein phosphatase methylesterase 1 | Q9Y570 | recombinant PME-1, FP-Rh probe fluorescence polarization | inhibition, % at 5.9 µM | 320,000 tested, 0.53% active | AID 2130;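 active = inhibition above the campaign mean of all compounds plus 3 SD, cut at about 26% in these data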;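 note: competitive labeling of PME-1 active site by serine hydrolase directed probe; 0% = PME-1 with DMSO and 100% = wells lacking PME-1 enzyme; inhibitors block probe labeling so polarization falls and inhibition rises; many of its hits are not listed in these tables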
BCLXL inh = inhibitors of human Bcl-xL. Q07817. GST-Bcl-xL / FITC-Bim BH3 peptide fluorescence polarization. inhibition, % at 10.9 µM. 320,000 tested, 0.7% active;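 active = inhibition above the mean of all tested compounds plus 3 SD, cutoff set per campaign, cut at about 30% in these data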;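 note: 0% = DMSO wells and 100% = unlabeled Bim-BH3 peptide competitor; inhibitors lower millipolarization by displacing the labeled peptide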
AHR act = activates the human aryl hydrocarbon receptor. activation, % at 5 µM. AHR-responsive luciferase reporter cells, luminescence. 320,000 tested, 2.5% active; in the data active = activation above about 47%;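 note: 0% = vehicle wells and 100% = reference agonist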
The depositor's hits bear a star. This is a subset; rates above refer to the full screens.

Screening O=C(NCc1ccc(-c2nc3ccccc3s2)cc1)c1ccco1 returned MEX-5 binding -0.1, pPAFAH FP inh 2, Fam108B counter -9, PAFAH1B2 FP inh 0, GLD-1 TGE inh -4, MCL1-BIM inh 4, PME-1 primary -9, BCLXL inh -1 and AHR act -1.
Cc1ccc(C)c(OCCC(=O)OCC(=O)NCCc2ccc(S(N)(=O)=O)cc2)c1 was read as MEX-5 binding -1.7, pPAFAH FP inh 4, Fam108B counter -2, PAFAH1B2 FP inh 7, GLD-1 TGE inh 4, MCL1-BIM inh 1, PME-1 primary 3, BCLXL inh 5 and AHR act 2.
`COC(=O)COc1ccc2c(c1)O/C(=C\c1cccc([N+](=O)[O-])c1)C2=O` gave MEX-5 binding -2.2, pPAFAH FP inh 4, Fam108B counter -1, PAFAH1B2 FP inh 4, GLD-1 TGE inh -2, MCL1-BIM inh -8, PME-1 primary -3, BCLXL inh 2 and AHR act 1.
Screening Cc1cccc(NC(=O)CS(=O)(=O)c2c[nH]c3ccccc23)c1C returned MEX-5 binding -0.2, pPAFAH FP inh -2, Fam108B counter 1, PAFAH1B2 FP inh -1, GLD-1 TGE inh 2, MCL1-BIM inh 3, PME-1 primary -7, BCLXL inh 2 and AHR act 18.
`Clc1ccc(-c2nnc(-c3ccco3)o2)cc1` gave MEX-5 binding -1.4, pPAFAH FP inh -4, Fam108B counter -1, PAFAH1B2 FP inh 3, GLD-1 TGE inh 0, MCL1-BIM inh 3, PME-1 primary -7, BCLXL inh 1 and AHR act -5.
For N#Cc1ccc(OCC(=O)Nc2ccncc2)cc1 the results were MEX-5 binding -4.1, pPAFAH FP inh 4, Fam108B counter 2, PAFAH1B2 FP inh 3, GLD-1 TGE inh 1, MCL1-BIM inh 2, PME-1 primary -2, BCLXL inh 2 and AHR act 2.
`Cc1onc(-c2c(Cl)cccc2Cl)c1C(=O)N1CCN(Cc2ccccc2)CC1` gave MEX-5 binding 1.3, pPAFAH FP inh 0, Fam108B counter 0, PAFAH1B2 FP inh 4, GLD-1 TGE inh 0, MCL1-BIM inh 3, PME-1 primary 0, BCLXL inh 8 and AHR act 0.
O=C(COC(=O)c1cccnc1Cl)NC12CC3CC(CC(C3)C1)C2 was read as pPAFAH FP inh 2, PAFAH1B2 FP inh 14, GLD-1 TGE inh 6 and AHR act 1.
For N#Cc1ccc(-c2ccc(F)cc2)nc1Oc1ccccc1 the results were MEX-5 binding 0.9, pPAFAH FP inh -3, Fam108B counter -1, PAFAH1B2 FP inh 7, GLD-1 TGE inh 3, MCL1-BIM inh 5, PME-1 primary -1, BCLXL inh 8 and AHR act 2.
COc1ccc(OC)c(-n2c(-c3ccc(S(C)(=O)=O)cc3)cc(C=O)c2C)c1 was read as pPAFAH FP inh 7, Fam108B counter 2, PAFAH1B2 FP inh 5, GLD-1 TGE inh 0, MCL1-BIM inh 4, PME-1 primary -3, BCLXL inh 2 and AHR act 0.
For COCCNC(=S)NCc1cccs1 the results were MEX-5 binding 0.2, pPAFAH FP inh 0, Fam108B counter 2, PAFAH1B2 FP inh -1, GLD-1 TGE inh 6, MCL1-BIM inh 9, PME-1 primary -6, BCLXL inh 9 and AHR act -1.
`O=C(NCc1ccccn1)c1cccc(NS(=O)(=O)c2ccccc2F)c1` gave MEX-5 binding -2.0, pPAFAH FP inh 11, Fam108B counter -1, PAFAH1B2 FP inh 4, GLD-1 TGE inh -1, MCL1-BIM inh -12, PME-1 primary 7, BCLXL inh -1 and AHR act 0.
COc1ccc(OCCCC(=O)NCC(C)C)cc1 was read as MEX-5 binding -4.0, pPAFAH FP inh 1, Fam108B counter 1, PAFAH1B2 FP inh 7, GLD-1 TGE inh 6, MCL1-BIM inh -2, PME-1 primary 4, BCLXL inh 0 and AHR act 4.
`O=[N+]([O-])c1ccccc1S(=O)(=O)NCCSCc1ccco1` gave pPAFAH FP inh 9, PAFAH1B2 FP inh -5, GLD-1 TGE inh 8, MCL1-BIM inh 5, PME-1 primary -1, BCLXL inh -3 and AHR act 1.
`COc1ccc(C(=O)NCc2oc(-c3ccccc3)cc2C(=O)O)cc1` gave MEX-5 binding -0.6, pPAFAH FP inh 2, Fam108B counter -8, PAFAH1B2 FP inh 1, GLD-1 TGE inh 2, MCL1-BIM inh -4, PME-1 primary -3, BCLXL inh 4 and AHR act -1.
For COc1ccc(CCNC(=O)C2CCCN(S(=O)(=O)c3cnc[nH]3)C2)cc1OC (stereo not given) the results were MEX-5 binding -1.3, pPAFAH FP inh 0, Fam108B counter -2, PAFAH1B2 FP inh 5, GLD-1 TGE inh 0, MCL1-BIM inh -2, PME-1 primary -1, BCLXL inh -1 and AHR act 2.
`CC1CCN(C(=O)CCN2C(=O)C3C4C=CC(C4)C3C2=O)CC1` (stereo not given) gave MEX-5 binding -0.3, pPAFAH FP inh 2, Fam108B counter -2, PAFAH1B2 FP inh 1, GLD-1 TGE inh 1, MCL1-BIM inh 3, PME-1 primary 5, BCLXL inh 3 and AHR act -1.
`COc1ccc2nccc(C(N)=O)c2c1` gave MEX-5 binding 1.1, pPAFAH FP inh 0, Fam108B counter 1, PAFAH1B2 FP inh 1, GLD-1 TGE inh 10, MCL1-BIM inh 7, PME-1 primary -4, BCLXL inh 7 and AHR act -1.
For CC1CCc2cc(F)ccc2N1C(=O)CCC(=O)O (stereo not given) the results were MEX-5 binding -0.5, pPAFAH FP inh 1, Fam108B counter 0, PAFAH1B2 FP inh 12, GLD-1 TGE inh 1, MCL1-BIM inh 4, PME-1 primary -1, BCLXL inh 1 and AHR act -2.
CCOC(=O)c1sc(NC(=S)NC(=O)C2CC2)cc1C was read as MEX-5 binding 0.5, pPAFAH FP inh 1, Fam108B counter 4, PAFAH1B2 FP inh -1, GLD-1 TGE inh 0, MCL1-BIM inh 15, PME-1 primary 1, BCLXL inh 4 and AHR act -5.

Reprinted from the part before: 4 compounds, then new ones.
`CC1CCN(C(=O)CCN2C(=O)C3C4C=CC(C4)C3C2=O)CC1` (stereo not given) gave MEX-5 binding -0.3, pPAFAH FP inh 2, Fam108B counter -2, PAFAH1B2 FP inh 1, GLD-1 TGE inh 1, MCL1-BIM inh 3, PME-1 primary 5, BCLXL inh 3 and AHR act -1.
`COc1ccc2nccc(C(N)=O)c2c1` gave MEX-5 binding 1.1, pPAFAH FP inh 0, Fam108B counter 1, PAFAH1B2 FP inh 1, GLD-1 TGE inh 10, MCL1-BIM inh 7, PME-1 primary -4, BCLXL inh 7 and AHR act -1.
For CC1CCc2cc(F)ccc2N1C(=O)CCC(=O)O (stereo not given) the results were MEX-5 binding -0.5, pPAFAH FP inh 1, Fam108B counter 0, PAFAH1B2 FP inh 12, GLD-1 TGE inh 1, MCL1-BIM inh 4, PME-1 primary -1, BCLXL inh 1 and AHR act -2.
CCOC(=O)c1sc(NC(=S)NC(=O)C2CC2)cc1C was read as MEX-5 binding 0.5, pPAFAH FP inh 1, Fam108B counter 4, PAFAH1B2 FP inh -1, GLD-1 TGE inh 0, MCL1-BIM inh 15, PME-1 primary 1, BCLXL inh 4 and AHR act -5.
Nc1nc(COC(=O)C2CC(=O)N(Cc3ccccc3Cl)C2)nc(Nc2ccccc2)n1 (stereo not given) was read as pPAFAH FP inh 14, PAFAH1B2 FP inh -1, GLD-1 TGE inh 8, MCL1-BIM inh -1, PME-1 primary 19, BCLXL inh -1 and AHR act 2.
Screening COc1ccccc1NC(=S)NCc1ccccn1 returned MEX-5 binding -0.7, pPAFAH FP inh 1, Fam108B counter 1, PAFAH1B2 FP inh -9, GLD-1 TGE inh 2, MCL1-BIM inh 17, PME-1 primary 5, BCLXL inh 8 and AHR act 10.
Screening Cc1ccc(NC(=O)COC(=O)c2cccc3c2C(=O)c2ccccc2C3=O)c(C)c1 returned pPAFAH FP inh 6, Fam108B counter 5, PAFAH1B2 FP inh 4, GLD-1 TGE inh 6, MCL1-BIM inh -2, PME-1 primary 85*, BCLXL inh 7 and AHR act 1.
NC(=O)COC(=O)c1cc(S(=O)(=O)N2CCN(c3ccccc3)CC2)ccc1Cl was read as MEX-5 binding -0.6, pPAFAH FP inh -1, Fam108B counter -1, PAFAH1B2 FP inh 11, GLD-1 TGE inh 5, MCL1-BIM inh -4, PME-1 primary -2, BCLXL inh 0 and AHR act -2.
For CCCSc1nc2c(c(=O)[nH]c(=O)n2C)n1CCc1ccccc1 the results were MEX-5 binding -0.7, pPAFAH FP inh 2, Fam108B counter 3, PAFAH1B2 FP inh -4, GLD-1 TGE inh -8, MCL1-BIM inh 6, PME-1 primary 2, BCLXL inh 4 and AHR act 5.
O=C(COC(=O)C1CCN(S(=O)(=O)c2ccc(Cl)c(C(F)(F)F)c2)CC1)NCc1ccco1 was read as MEX-5 binding 1.9, pPAFAH FP inh 3, Fam108B counter 0, PAFAH1B2 FP inh 1, GLD-1 TGE inh -2, MCL1-BIM inh 7, PME-1 primary -1, BCLXL inh 8 and AHR act 0.
For COc1ccc(-c2noc(CSc3nc(-c4ccccc4)cc(=O)[nH]3)n2)cc1OC the results were MEX-5 binding -2.2, pPAFAH FP inh 4, Fam108B counter -9, PAFAH1B2 FP inh 1, GLD-1 TGE inh 0, MCL1-BIM inh 2, PME-1 primary -9, BCLXL inh 4 and AHR act 10.
Screening COc1cc(/C=c2\sc3n(c2=O)C(c2ccccc2)C(c2ccccc2)=NN=3)ccc1O (stereo not given) returned pPAFAH FP inh 12, Fam108B counter 9, PAFAH1B2 FP inh 4, GLD-1 TGE inh -22, MCL1-BIM inh -6, PME-1 primary 14, BCLXL inh -7 and AHR act 1.

Screens: PubChem, several laboratories
